Pin1 inhibitor: qHTS Assay to Find Inhibitors of Pin1; Pin1 FP peptide displacement, HiFluor488, 10 min; Peptidyl-prolyl cis-trans isomerase NIMA-interacting 1 (Homo sapiens), Q13526; actives 0.009% (n = 390,000); AID 504891, 2011; Potency, µM (top dose mostly 115 µM), inactives show at the top dose activity, negative = inhibition, most hits filed as inhibitors; active = well fitted inhibition curve with a large enough effect in the polarisation, with a control signal flat, not every such curve was filed as active; inconclusive = small, poorly fitted or top-dose-only effect, or effect the other way, or a change in a side signal; inactive = no such curve, though single readings can be large or run the other way; the % refers to the polarisation; note: potency is the fitted concentration of half-maximal effect; % is set by controls: 0 for no effect and ±100 for the full control effect
Target sequence (Q13526 whole entry, looked up): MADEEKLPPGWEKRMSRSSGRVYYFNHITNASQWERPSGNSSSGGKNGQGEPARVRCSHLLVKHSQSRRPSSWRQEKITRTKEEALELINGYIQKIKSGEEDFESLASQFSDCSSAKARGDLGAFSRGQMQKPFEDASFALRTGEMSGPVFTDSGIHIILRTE
TRHR ag: qHTS for Small Molecule Agonists and Allosteric Enhancers of Human TRH Receptor: Primary Screen for Agonists; TRHR cells, calcium flux fluo-8, FDSS agonist mode; activation, % at 2 µM; actives 0.18% (n = 360,000); in the data active = activation above about 30%; note: 0% is about no effect
Target sequence (P34981 whole entry, looked up): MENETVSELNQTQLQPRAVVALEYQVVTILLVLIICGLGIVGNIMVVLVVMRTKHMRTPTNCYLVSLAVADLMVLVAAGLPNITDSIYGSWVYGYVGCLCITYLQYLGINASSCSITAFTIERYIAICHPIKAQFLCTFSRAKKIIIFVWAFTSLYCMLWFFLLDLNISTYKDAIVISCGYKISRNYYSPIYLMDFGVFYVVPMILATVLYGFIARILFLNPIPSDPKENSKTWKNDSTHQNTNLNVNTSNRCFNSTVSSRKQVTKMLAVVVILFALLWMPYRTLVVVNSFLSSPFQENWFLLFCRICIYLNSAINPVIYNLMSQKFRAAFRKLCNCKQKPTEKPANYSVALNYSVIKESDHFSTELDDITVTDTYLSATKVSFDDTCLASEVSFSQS
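In this calcium-flux screen, cells bearing human TRHR are dye-loaded with fluo-8, baselined for 10 cycles, then exposed to library compounds; positive kinetic calcium responses during the agonist phase mark hits, with TRH as control.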
TRHR enhancer: qHTS for Small Molecule Agonists and Allosteric Enhancers of Human TRH Receptor: Primary Screen for Enhancers. AID 493056, 2011. TRHR cells, fluo-8 calcium fluorescence, EC20 TRH enhancement. actives 0.66% (n = 360,000). enhancement, % at 2 µM. Thyrotropin-releasing hormone receptor (Homo sapiens), P34981; in the data active = enhancement above about 30%; note: 0% is about no effect
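Enhancer read-out: after compound pinning and an initial kinetic agonist-mode read, an EC20 of TRH (10 nM final) was injected and fluo-8 calcium signal (Ex 480/Em 530) followed at 1 s/cycle for 100 cycles in TRHR-expressing cells.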
USP1 inh: Inhibitors of USP1/UAF1: Primary Screen. Ubiquitin carboxyl-terminal hydrolase 1 (Homo sapiens), O94782. recombinant USP1/UAF1, Ub-Rhodamine cleavage fluorescence. Potency, µM (series often up to 57.1 µM), for inactives: at the top dose activity change, negative = inhibition, hits mostly inhibitors. actives 0.23% (n = 390,000). AID 743255, 2014; note: potency is the fitted concentration of half-maximal effect; % is set by controls: 0 for no effect and ±100 for the full control effect; nearly all actives have a fitted effect of over 60% in size; inactives centre near -12
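In this screen, compounds sit with the deubiquitinase complex (1nM) for 15 min at room temperature before Ub-Rho is added at 150nM final. Fluorescence rise is then followed for 6 reads every 60 seconds.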
D2 antag: HTS Assay for Allosteric Antagonists of the Human D2 Dopamine Receptor: Primary Screen for Antagonists | D(2) dopamine receptor (Homo sapiens), P14416 | HEK293 TREx D2 cells, calcium flux, dopamine EC80 | inhibition, % at 10 µM | actives 2% (n = 340,000) | AID 485344, 2010; in the data active = inhibition above about 30%; note: 0% is about no effect
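Cells plated overnight at 30 C with tetracycline; no-wash calcium dye, 30–90 min RT; 10 s baseline; compound pinned; 180 s read; EC80 dopamine added; another 180 s read.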
TrxR1 substrate: qHTS Assay for Substrates of Mammalian Selenoprotein Thioredoxin Reductase 1 (TrxR1): qHTS. actives 0.01% (n = 390,000). purified TrxR1 substrate turnover, NADPH consumption readout. Potency, µM (highest dose often 114 µM), for the others: at the top dose activity change, negative = substrate turnover. Thioredoxin reductase 1, cytoplasmic (Rattus norvegicus), O89049. AID 588456, 2011; note: potency is the fitted concentration of half-maximal effect; % is set by controls: 0 for no effect and ±100 for the full control effect; nearly all actives have a fitted effect of over 50% in size
Target sequence (O89049 whole entry, looked up): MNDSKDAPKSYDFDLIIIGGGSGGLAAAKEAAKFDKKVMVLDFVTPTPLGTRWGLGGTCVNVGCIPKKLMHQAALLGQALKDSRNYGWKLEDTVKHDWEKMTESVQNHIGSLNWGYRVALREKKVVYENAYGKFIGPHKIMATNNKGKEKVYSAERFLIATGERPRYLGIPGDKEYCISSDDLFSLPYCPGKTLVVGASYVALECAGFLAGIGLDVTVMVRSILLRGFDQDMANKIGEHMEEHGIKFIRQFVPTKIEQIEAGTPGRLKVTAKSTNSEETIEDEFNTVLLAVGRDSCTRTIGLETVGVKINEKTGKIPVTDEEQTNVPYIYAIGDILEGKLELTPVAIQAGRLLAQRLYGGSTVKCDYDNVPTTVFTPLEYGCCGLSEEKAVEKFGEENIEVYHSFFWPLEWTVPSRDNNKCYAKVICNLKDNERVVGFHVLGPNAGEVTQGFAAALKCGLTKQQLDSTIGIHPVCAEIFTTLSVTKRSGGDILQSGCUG
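Rat TrxR1, dispensed at 90 nM, was prereduced with 400 uM NADPH (final) for 5 min at ~22 deg C, then incubated with compound 15 min before 400 uM selenite. A first-read NADPH fluorescence drop versus no-compound background flagged substrates.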
D2 ag: HTS Assay for Allosteric Agonists of the Human D2 Dopamine Receptor: Primary Screen for Agonists. activation, % at 2 µM. D(2) dopamine receptor (Homo sapiens), P14416. HEK293 T-REx D2 cells, calcium flux agonist mode. actives 0.53% (n = 340,000);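 active = activation over 3 SD above normal in the single-dose calcium agonist read, cut at about 30% in these data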; note: 0% is about no effect
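In this primary screen, compounds producing a positive calcium signal within 180 s of addition to tetracycline-induced, force-coupled HEK293 Trex D2 cells are flagged; cells are dye-loaded with a no-wash calcium kit beforehand.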
rTrxR1 inhibitor: qHTS Assay for Inhibitors of Mammalian Selenoprotein Thioredoxin Reductase 1 (TrxR1): qHTS. Thioredoxin reductase 1, cytoplasmic (Rattus norvegicus), O89049. recombinant rTrxR1, NADPH fluorescence consumption, selenite substrate. Potency, µM (doses to about 114 µM), for the others: top-dose activity change, negative = inhibition, hits mostly inhibitors. actives 1% (n = 390,000); note: potency is the fitted concentration of half-maximal effect; % is set by controls: 0 for no effect and ±100 for the full control effect; nearly all actives have a fitted effect of over 65% in size
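Rat TrxR1 (90 nM in the dispensed reagent) was pre-reduced with 400 uM NADPH for 5 min at room temperature, then incubated with compound for 15 min. After 400 uM selenite was added, NADPH fluorescence (Ex 340/Em 450 nm) was followed for 8 min.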
mIDH1 inhibitor: qHTS for Inhibitors of mutant isocitrate dehydrogenase 1 (IDH1): qHTS; Isocitrate dehydrogenase [NADP] cytoplasmic (Homo sapiens), O75874; IDH1-R132H enzyme, NADPH consumption, diaphorase/resazurin fluorescence; Potency, µM (series often up to 76.6 µM), for inactives: top-dose activity change, negative = inhibition, hits mostly inhibitors; actives 0.093% (n = 390,000); AID 602179, 2012; note: potency is the fitted concentration of half-maximal effect; % is set by controls: 0 for no effect and ±100 for the full control effect; nearly all actives have a fitted effect of over 65% in size
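IDH1-R132H (0.5 ug/mL) preincubated 30 min with compound, then NADPH (0.016 mM) and alpha-KG (2 mM) added; 80 min at RT, pH 7.5. Remaining NADPH coupled via diaphorase/resazurin to fluorescence (540/590 nm); concentration-response curves normalized to no-enzyme control.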
Starred values were filed as active, the others as inactive; ? = inconclusive; / = no result given; [ ] = remark or other dose. Unless noted, calls come from the whole dose curve; as a rule, active = well fitted inhibition curve with a large enough effect; inconclusive = small, poorly fitted or top-dose-only effect; inactive = no such curve, though single readings can be large or run the other way. Only part of the results is shown; count on the stated rates, not on these rows.

SMILES	Pin1 inhibitor	TRHR ag	TRHR enhancer	USP1 inh	D2 antag	TrxR1 substrate	D2 ag	rTrxR1 inhibitor	mIDH1 inhibitor
N#Cc1ccc(-c2csc(NC(=O)c3ccc(S(=O)(=O)N4CCc5ccccc5C4)cc3)n2)cc1	-13%	-0.3	2	-9%	20	4%	1.7	0%	2%
Cc1ccc(-n2c(SCc3nc(-c4ccc(Cl)cc4)no3)nnc2-c2ccncc2)cc1	13%	1.5	1	-25%	/	-2%	7.3	24%	-6%
Cc1ccc(-c2cc(C(=O)N/N=C/c3c(C)nn(C)c3C)c3ccccc3n2)c(C)c1	?	-0.2	2	11%	29	-9%	-0.4	-5%	0%
Cc1cc(=O)oc2cc(OCC(=O)N/N=C/c3ccccc3[N+](=O)[O-])ccc12	?	0.0	3	-11%	7	14%	0.3	-13%[57.1 µM]	3%
Cc1cccc(-n2ncc3c(N4CCN(c5ccccc5)CC4)ncnc32)c1	2%	-0.1	2	?	/	11%[57.1 µM]	0.1	7%[57.1 µM]	-2%
Cc1cccc(NCC(=O)N/N=C/c2ccc(Br)cc2)c1	0%	0.2	-2	-15%	-9	-1%[57.1 µM]	-0.1	-2%[57.1 µM]	-4%
CC(C)=CCN1CCN(Cc2cnc(-c3ccccc3)s2)CC1CCO (centres undefined)	0%	0.5	6	-7%	-9	-1%	-0.1	18%	-5%
CC(=O)Nc1cccc(OCC(=O)NS(=O)(=O)c2ccc(Cl)cc2)c1	1%	0.3	-3	-4%	11	10%	0.5	10%[57.1 µM]	-1%
O=C(Cn1nc(Cc2cccnc2)c2ccccc2c1=O)NCCCN1CCCC1=O	-7%	0.7	11	-3%	-9	9%[57.1 µM]	0.5	5%[57.1 µM]	-2%
COc1ccc(-c2nc(CS(=O)CC(=O)NCc3ccco3)c(C)o2)cc1OC (centres undefined)	-2%	-1.2	-6	-6%	-6	9%[57.1 µM]	-1.5	?	1%
COc1cc2c(cc1OC)CN(C(=O)COc1ccccc1C#N)CC2	17%	0.3	11	-21%	/	22%	/	2%	-3%
O=C(N/N=C/c1ccccn1)c1cc(-c2ccc(Cl)cc2)nc2ccccc12	12%	1.0	-8	-8%	-3	-4%	2.6	13%[57.1 µM]	3%
Cc1ccc(-n2ncc(C(=O)NCCN3CCN(C)CC3)c2C2CCN(C(=O)OC(C)(C)C)CC2)cc1	3%	3.6	9	-3%	/	-8%	1.6	-23%	-19%
Cc1ccc2oc(-c3ccc(NC(=O)c4oc5ccc(Cl)cc5c4C)cc3)nc2c1	3%	-0.6	3	-19%	/	8%	1.0	21%	-24%
CS(=O)(=O)c1ccc2nc(NC(=O)CCNC(=O)c3ccc([N+](=O)[O-])cc3)sc2c1	-2%	0.2	-4	-2%	30	-5%	1.3	9%	-6%
CC(=O)c1ccc(OCC(=O)NCC2(N3CCCCC3)CCCCC2)cc1	-2%	-0.6	7	-19%	0	2%	-0.2	5%	7%
COc1ccc(C(=O)/C=C/c2ccsc2)cc1CSCC(=O)O	-9%	0.5	2	-4%	7	-19%	0.4	-36%	4%
COc1ccc(NS(=O)(=O)c2ccc(C(=O)N3CCN(c4ccc(F)cc4)CC3)cc2)cc1	4%	/	/	-21%	/	0%	/	11%	0%
COC(=O)c1ccccc1NC(=O)c1ccc(COc2ccc(C)c(C)c2)o1	42%[activator]	2.8	-5	-24%	-4	9%	1.5	-6%	6%
C[C@H](NC(=O)Cn1cncn1)c1ccccc1	0%	-0.4	1	-1%	-19	-7%	-0.1	2%	0%
COC(=O)c1ccc2nc(-c3cccc(N)c3)cn2c1	4%	-0.2	-2	-6%	5	-9%[57.1 µM]	0.6	20%[57.1 µM]	17%
O=C(NCc1ccc2c(c1)OCO2)c1cccc2c1C(=O)N(C1CCCCC1)C2	8%	-0.1	-6	-12%	-2	2%[57.1 µM]	-1.3	0%[57.1 µM]	-4%
CCCCSc1nn[nH]n1	1%	0.4	4	?	/	12%	/	13%	8%
COc1ccc(Br)cc1C(=O)Nc1ccc(Cc2ccncc2)cc1	14%	0.9	-4	-23%	6	-1%	1.2	11%	10%
Cc1ccc(OC(=O)c2cccc([N+](=O)[O-])c2)c(-n2nc3ccccc3n2)c1	-1%	-0.7	2	-5%	5	-15%	0.1	-15%	5%
COc1ccc(N2CCN(C(CNC(=O)C(=O)NCCCN(C)C)c3cccnc3)CC2)cc1 (centres undefined)	3%	0.2	-2	-2%	/	7%[11.4 µM]	0.7	4%	32%[activator]
COc1cccc(-n2c(=O)c3sc4ccccc4c3n(CC(=O)Nc3ccccc3OC)c2=O)c1	-4%	0.1	-6	-9%	/	18%	0.8	23%	13%
CC(NC(=O)COC(=O)Cc1ccc(Cl)cc1)c1ccccc1 (centres undefined)	1%	/	/	-8%	/	1%	/	22%	-1%
Cc1ccc(CNC(=S)N(C)C)cc1	4%	-0.2	-2	-13%	1	-1%[57.1 µM]	0.0	4%[57.1 µM]	8%
CC(=O)C1=C(O)CC(C)(C)CC1=NCc1nc2ccccc2[nH]1	-2%	-0.2	-3	-22%	-13	-4%	0.2	5%	-5%
CC(C)C(=O)N/N=C/c1ccc(OCc2ccccc2)cc1	2%	/	/	-17%	/	7%	/	23%[57.1 µM]	-10%
O=C(C1=C(O)C(=O)N(Cc2cccnc2)C1c1cccc(Oc2ccccc2)c1)c1ccco1 (centres undefined)	-7%	/	/	-16%	/	-1%	/	-2%	-18%
CCC(C)[C@H](NC(=O)Nc1cccc(OC)c1)C(=O)OC (some centres undefined)	2%	-0.3	-8	3%	-8	-8%	1.8	18%[57.1 µM]	-1%
COc1ccc(NC(=O)CS(=O)c2ccccc2Cl)cc1 (centres undefined)	-17%	-0.6	-2	-16%	13	-8%	-0.9	-15%	1%
CNC(=O)C(C)c1ncc(C(F)(F)F)cc1Cl (centres undefined)	-9%	-0.1	-10	-18%	10	-15%[57.1 µM]	-0.1	25%[57.1 µM]	5%
O=C(COC(=O)c1ccc(Br)cc1)Nc1cccnc1Cl	-4%	-0.4	2	-23%	-1	8%	-0.3	32%	-2%
O=C(CC12CC3CC(CC(C3)C1)C2)NC1CC1	-1%	/	/	-16%	/	10%[57.1 µM]	/	7%[57.1 µM]	2%
CCCCC[n+]1ccn(C2=C([O-])c3ccccc3C(=O)/C2=N\S(=O)(=O)c2ccc(Cl)cc2)c1	6%	-1.6	0	?	4	3%	-1.6	18%	8%
Cn1c(-c2ccccc2)c(C#Cc2ccc(N)cc2)c2ccccc21	-11%	/	/	?	/	39%[activator][57.1 µM]	/	?	-7%
CCCC(O)(c1ccc(Cl)cc1)C(CN1CCOCC1)c1ccccc1 (centres undefined)	0%	0.3	-1	?	-2	8%	-1.0	35%	-5%
CC(=O)N1CCCc2ccc(NS(=O)(=O)c3ccc(F)cc3F)cc21	49%[activator]	0.0	7	11%	/	6%[57.1 µM]	2.0	12%[57.1 µM]	-10%
CCCOc1ccc(N)cc1N	?	1.0	1	?	-13	1%[57.1 µM]	1.4	?	20%
O=C(NNC(=S)Nc1ccccc1)C1CCCCC1	5%	-0.6	1	-4%	2	2%	0.3	0%	5%
O=C(COC(=O)c1cccc(Cl)c1Cl)NC1CCCC1	2%	-0.6	7	?	0	9%[57.1 µM]	0.7	11%[57.1 µM]	3%
CCOC(=O)N1CCN(C(=O)C(NC(=O)c2ccco2)C(C)C)CC1 (centres undefined)	-9%	0.7	0	-16%	-16	10%[57.1 µM]	1.6	17%[57.1 µM]	7%
CCOC(=O)N1[C@@H]2C=C(C)[C@@H]2[C@@H]2[C@@H](C)C(=O)N21	-1%	0.6	-2	-8%	-1	8%	0.9	13%	3%
CCOc1ccc(C(C)=O)cc1COC(=O)c1cc([N+](=O)[O-])ccc1N1CCOCC1	17%	0.1	-1	?	/	-10%[57.1 µM]	/	-57%	0%
CCOC(=O)/C(N=Nc1cc(C(=O)O)cc(C(=O)O)c1)=C(\O)CCl	2%	0.6	5	-3%	1	-18%	0.9	-22%	6%
CCn1c(SCC(=O)NC2CCCCC2)nc2ccccc2c1=O	-3%	0.2	-1	-14%	0	-3%	0.2	-7%	7%
O=C(Nc1ccc(F)cc1)c1cc(S(=O)(=O)N2CCCCC2)cs1	-6%	-1.2	-3	-21%	-2	-1%	-0.9	17%	4%

An excerpt of these results, with values under each structure.
Every second line gives: Pin1 inhibitor | TRHR ag | TRHR enhancer | USP1 inh | D2 antag | TrxR1 substrate | D2 ag | rTrxR1 inhibitor | mIDH1 inhibitor
O=C(Nc1ccc(F)cc1)c1cc(S(=O)(=O)N2CCCCC2)cs1
→ -6% | -1.2 | -3 | -21% | -2 | -1% | -0.9 | 17% | 4%
CCOC(=O)N1CCN(C(=O)C(NC(=O)c2ccco2)C(C)C)CC1 (centres undefined)
→ -9% | 0.7 | 0 | -16% | -16 | 10%[57.1 µM] | 1.6 | 17%[57.1 µM] | 7%
CCCCC[n+]1ccn(C2=C([O-])c3ccccc3C(=O)/C2=N\S(=O)(=O)c2ccc(Cl)cc2)c1
→ 6% | -1.6 | 0 | ? | 4 | 3% | -1.6 | 18% | 8%

High-throughput results: PubChem, National Center for Advancing Translational Sciences (NCATS)
